GPR55 activation: selective activators of receptor GPR55 – imaging, U2OS cells, beta-arrestin-GFP redistribution, primary screen (AID 1961); U2OS GPR55 beta-arrestin-GFP redistribution imaging; higher % means a stronger effect; one-dose activation, % at 10 µM; EC50 in µM for titrated hits; 290,000 compounds, 0.048% hits;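 active means activation above 40% with more than 50 cells counted in the well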;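 further: U2OS osteosarcoma cells stably expressing GPR55 and beta-arrestin-GFP; plate controls were DMSO negative control for no effect and LPI positive control for full effect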
T cell modulator: T cell immune modulators affecting CD8 T cell-vesicle binding; 2C CD8+ T cell-vesicle binding, flow cytometry; stronger effect = lower value; calls only at 7 µM; 330,000 compounds, 0.068% hits;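 active means response, share of CD8 T cells binding vesicles, and their 90th percentile fluorescence all below set limits, cut at about 80% in these data, passing the limit was not always enough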
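Also added: QL9-peptide-loaded Drosophila micro-vesicles bearing Ld, ICAM-1 and B7-1; Test system: purified 2C TCR transgenic mouse naive CD8+ T cells; Measured by: cytometric PE anti-B7-1 and Alexa647 anti-CD8 signals after 1% paraformaldehyde fixation; Timing: binding step 1.5 h, 37 °C, antibody labelling 20 min, ice.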
MgcRacGAP inhibition: MgcRacGAP GTPase-activating activity inhibitors, confirmation, biochemical, ADP Hunter fluorescence; MgcRacGAP-stimulated Rac1 GTP hydrolysis, ADP Hunter fluorescence; higher % means a stronger effect; GST-tagged Rac1 F28L mutant substrate; one-dose inhibition, % at 30 µM; IC50 in µM for titrated hits; 340,000 compounds, 0.6% hits; AID 624330;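 active means first-screen hits whose inhibition reached a set limit at any dose in the follow-up dose series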;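 further: fluorescence reports GDP produced by GAP-driven GTP hydrolysis; strong numbers were not always called active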
NTR1 agonist: agonists of NTR1, primary screen, imaging, U2OS cells, beta-arrestin-GFP, high content (AID 493036). P30989. NTR1-U2OS beta-arrestin-GFP spot imaging, agonist mode. activation, % at 20 µM. 330,000 compounds, 0.17% hits;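 active means activation at or above 40% of the spot to cytoplasm intensity ratio, with at least 20 cells analyzed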;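 further: 0% = DMSO without peptide and 100% = 100 nM NTR1 peptide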
Target sequence (P30989 whole entry, looked up): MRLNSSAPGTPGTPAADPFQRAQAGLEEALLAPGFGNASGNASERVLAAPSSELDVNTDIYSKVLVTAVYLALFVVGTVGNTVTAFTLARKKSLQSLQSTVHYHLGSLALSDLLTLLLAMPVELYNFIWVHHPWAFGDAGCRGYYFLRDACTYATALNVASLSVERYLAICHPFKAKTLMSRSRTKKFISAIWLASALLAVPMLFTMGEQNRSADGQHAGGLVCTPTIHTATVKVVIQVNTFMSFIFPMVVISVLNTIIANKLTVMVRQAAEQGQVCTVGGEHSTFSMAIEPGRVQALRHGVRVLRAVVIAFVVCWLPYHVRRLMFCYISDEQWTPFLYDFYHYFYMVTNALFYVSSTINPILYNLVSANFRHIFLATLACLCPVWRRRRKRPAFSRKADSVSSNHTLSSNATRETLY
GPR55 LPI antagonism: inhibition of LPI-stimulated GPR55 beta-arrestin translocation – imaging, U2OS, beta-arrestin-GFP, LPI agonist, primary screen (AID 2013) | U2OS GPR55 beta-arrestin-GFP translocation imaging, LPI antagonism; higher % means a stronger effect | inhibition, % at 10 µM; hits with a dose series show IC50 in µM | 290,000 compounds, 0.13% hits;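 active means spots per cell inhibited over 60%, with over 100 cells counted and total cytoplasm intensity under 500,000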;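 further: U2OS cells stably carrying GPR55 and arrestin-GFP stimulated by 5 µM LPI near EC80; imaged beta-arrestin-GFP aggregate spots per cell after agonist stimulation; plate controls were LPI-stimulated DMSO wells for no effect and DMSO wells without LPI for full effect; some results filed as inactive read as strong as hits; confirmed hits need IC50 under 10 µM and bright autofluorescent wells are also inconclusive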
SV40 large T antigen: SV40 large T antigen inhibitors, biochemical (AID 1903); SV40 large T antigen ATPase/helicase inhibition assay; higher % means a stronger effect; inhibition, % at 20 µM; hits with a dose series show IC50 in µM; 310,000 compounds, 0.39% hits; in the data active means a potency from the dose series; further: strong numbers were not always called active
Lipid droplet: hepatic lipid droplet formation modulation; AML12 mouse hepatocytes, oleate lipid droplets, BODIPY imaging; inhibition, % at 6.5 µM; 240,000 compounds, 0.4% hits;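 active means lipid droplet intensity inhibited by at least 50%, with more than 500 cells counted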
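System: AML12 hepatocytes (mouse). Probe or stimulus: oleic acid at 100 µM to induce lipid droplet formation. Times: overnight treatment with compound plus oleate. Detection: Image-based BODIPY and DAPI two-channel analysis. Evaluation: percent inhibition of filter-corrected integrated lipid droplet intensity per well.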
LYP phosphatase: inhibitors of LYP phosphatase, biochemical, fluorescence intensity, uHTS (AID 1779). recombinant LYP phosphatase, fluorescence intensity; higher % means a stronger effect. inhibition, % at 11.5 µM; hits with a dose series show IC50 in µM. 290,000 compounds, 0.054% hits; in the data active means inhibition above about 50%;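 further: plate controls were vehicle with enzyme for no effect and no enzyme for full effect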
GPR35 antagonists: inhibition of zaprinast-stimulated GPR35 beta-arrestin translocation – imaging, U2OS, beta-arrestin-GFP, zaprinast agonist, primary screen (AID 2058); one-dose inhibition, % at 10 µM; IC50 in µM for titrated hits; U2OS GPR35 beta-arrestin-GFP translocation imaging, zaprinast antagonism; higher % means a stronger effect; 290,000 compounds, 0.052% hits;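 active means inhibition of at least 50% with at least 30 cells and total cytoplasm GFP at most 10,000,000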
Lipid droplet cells 6.5 µM: further read-out of Lipid droplet, marked with its call; cell count; measured here: cell count, cytotoxicity flag;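 cells counted across two imaged fields per well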
T cell modulator vesicle-bound %: second read-out of T cell modulator, no call of its own (marks repeat the call); double positive events, %; measured here: CD8+ vesicle-bound cell fraction;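 binding gate set so that unloaded-vesicle control wells show 10% double positive cells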
NTR1 agonist cell count 20 µM: second read-out of NTR1 agonist, no call of its own (marks repeat the call); cell count; measured here: cell count, cytotoxicity flag
* = called active by the depositor; i = inactive; / = no result given.

SMILES	GPR55 activation	T cell modulator	T cell modulator vesicle-bound %	MgcRacGAP inhibition	NTR1 agonist	NTR1 agonist cell count 20 µM	GPR55 LPI antagonism	SV40 large T antigen	Lipid droplet	Lipid droplet cells 6.5 µM	LYP phosphatase	GPR35 antagonists
COc1ccc(-c2ccc(SCC(=O)NCc3ccc4c(c3)OCO4)nn2)cc1OC	-0.6%	i	52	-5%	1.8	52	-6%	8%	11	664	1%	4%
O=C(Nc1ccccc1)N1N=C(c2cccs2)CC1c1cccs1 (stereo not given)	0.1%	i	5	2%	4.9	47	1%	-4%	-6	667	2%	8%
COc1ccccc1N1CCN(/N=C/c2cc(OC)c(OC(C)=O)c(OC)c2)CC1	-0.2%	i	23	4%	0.9	59	-5%	8%	-1	760	-6%	11%
COc1ccc(/C=C/C(=O)c2ccc3c(c2)OCO3)c(OC)c1	0.3%	i	54	9%	0.2	83	17%	6%	-2	724	-4%	4%
Cc1cc(C(=O)C(=O)N(C)C)c(C)n1-c1ccc(Cl)cc1	-0.2%	i	49	4%	0.3	70	1%	2%	0	714	-6%	10%
COCCCn1c(SCC(=O)NC2CCCCC2)nnc1-c1ccncc1	0.3%	i	27	7%	-1.5	90	15%	-2%	/	/	-6%	0%
COc1ccc(/C(C)=N\NC(=O)CSc2nnc(C)s2)cc1	0.3%	i	36	6%	-0.9	57	-8%	4%	18	670	-5%	-9%
COc1ccc(N(Cc2ccccc2)S(=O)(=O)c2cccc(C(=O)O)c2)cc1	-0.3%	i	46	4%	0.4	57	-2%	9%	4	732	-6%	0%
COc1ccc(NC(=O)C2CC(c3cccc(Br)c3)=NO2)cc1OC (stereo not given)	-0.1%	i	10	-2%	0.4	51	10%	3%	0	819	-13%	-3%
O=c1c(Cl)c(NCCO)cnn1-c1cccc(Cl)c1	-0.1%	i	44	6%	-0.6	36	3%	20%	22	665	-6%	4%
CCOC(=O)N1CCN(S(=O)(=O)c2ccc(C(=O)Nc3sc4c(c3C(=O)OC)CCN(C)C4)cc2)CC1	0.0%	i	21	12%	11	41	19%	28%	-2	645	-7%	6%
CCOC(=O)c1ccc(NC(=O)N2CCOCC2)cc1	0.0%	i	63	4%	-0.2	43	2%	3%	-2	684	-4%	-8%
CC1CCN(C(c2ccc(N(C)C)cc2)c2nnnn2Cc2ccccc2)CC1 (stereo not given)	0.4%	i	19	11%	2.9	56	-9%	23%	/	/	-7%	17%
CN(Cc1c(F)cccc1Cl)C(=O)c1cc2ccccc2o1	-0.4%	i	31	7%	0.4	34	7%	10%	4	716	-5%	2%
COCCCNc1nc2nonc2nc1N1CCN(Cc2cccc(C)c2)CC1	0.4%	i	27	6%	2.8	47	1%	9%	-9	706	-6%	3%
Cc1ccc(-c2csc(NC(=O)CSC3=NCCS3)n2)cc1	0.8%	i	38	12%	2.8	94	-4%	2%	-17	707	1%	-6%
CCN(CC)S(=O)(=O)c1cccc(C(=O)Oc2cccnc2)c1	-0.1%	i	42	6%	-0.7	75	-5%	18%	-3	703	-7%	-9%
CCOC(=O)N1CCC(Nc2c(N3CCN(c4cc(Cl)ccc4C)CC3)c(=O)c2=O)CC1	-0.1%	i	23	18%	1.3	56	-20%	7%	/	/	-5%	2%
CCOC(=O)C1C(c2ccc(C(=O)O)cc2)NC(=O)NC1(O)C(F)(F)F (stereo not given)	-0.2%	i	40	4%	0.2	51	1%	6%	9	772	-5%	6%
O=C(CNCC1CCCO1)N1CCCCCC1 (stereo not given)	0.1%	i	6	30%	0.1	33	-5%	/	0	685	-6%	6%
COC(=O)c1ccc2c(=O)n(Cc3ccco3)c(SCC(=O)Nc3cc(C)on3)nc2c1	0.7%	i	46	13%	1.6	83	-6%	5%	-8	685	-11%	-6%
CCc1cccc(NC2c3ccccc3C(=O)N2c2cccnc2)c1 (stereo not given)	-0.3%	i	33	11%	0.7	56	-5%	7%	-5	678	4%	9%
COc1ccc(NC(=O)CN(C)S(=O)(=O)c2cccs2)cc1	-0.2%	i	43	16%	-0.4	67	27%	-1%	/	/	-3%	10%
COc1ccc(NC(=O)c2ccccn2)cc1OC	-0.3%	i	42	0%	1.1	71	11%	8%	-2	597	-8%	5%
CCOc1ccc(-c2cc(C(=O)Nc3ccc4c(c3)OCCO4)c3ccccc3n2)cc1	-0.1%	i	36	10%	0.9	55	14%	3%	/	/	3%	4%
CC(C)c1ccc(NC2CCCN(C(=O)c3ccc(Cn4cnnn4)cc3)C2)cc1 (stereo not given)	-0.2%	i	22	2%	2.1	52	-1%	18%	-3	693	-12%	-3%
O=C(Nc1nnc(S(=O)(=O)N2CCCCCC2)s1)c1ccccc1	-0.1%	i	44	8%	3.6	35	7%	/	17	734	-9%	-4%
COc1ccccc1N(CC(=O)Nc1ccccc1C)S(C)(=O)=O	0.3%	i	46	1%	1.8	48	-5%	7%	18	720	-10%	-8%
Cc1ccc(Cl)cc1NC(=O)CSc1nncn1-c1ccccn1	-0.1%	i	22	3%	-0.5	76	-2%	-3%	-3	747	-14%	11%
COCCNC(=O)C1CC(=O)N(C2CCCCC2)C1 (stereo not given)	-0.1%	i	12	11%	0.0	48	14%	2%	/	/	-8%	9%
Cc1cc(OCC(=O)NCc2ccccn2)c2c(C)c(C)c(=O)oc2c1	-0.2%	i	44	4%	2.2	40	0%	8%	-6	680	-13%	-14%
Cn1c(-c2ccc3c(c2)OCO3)cc(=O)c2ccccc21	0.5%	i	39	-2%	0.8	77	22%	5%	9	694	-4%	8%
CCCCCn1c(=N)c(S(=O)(=O)c2ccc(Br)cc2)cc2c(=O)n3cccc(C)c3nc21	-0.1%	i	11	6%	4.6	64	8%	6%	9	716	-8%	15%
O=C(NCCCN1CCCCC1)C1(S(=O)(=O)c2ccc(Cl)cc2)CC1	-0.3%	i	32	3%	-1.0	59	11%	1%	-12	660	0%	-12%
CCCc1cc(=O)[nH]c(SCC(=O)Nc2nc3ccc(OCC)cc3s2)n1	-0.1%	i	46	6%	0.6	42	19%	11%	26	722	-5%	12%
c1ccc(-c2cc(-c3ccccc3)[nH]n2)cc1	0.0%	i	57	7%	4.1	87	-8%	7%	0	648	-3%	-2%
C=C(C)Cn1c(N2CCCC2)nc2c1c(=O)n(C)c(=O)n2C	0.5%	i	49	7%	2.7	48	12%	10%	-2	803	-7%	-11%
Cc1cccc(OCC(O)CN2CC3(C)CC2CC(C)(C)C3)c1 (stereo not given)	0.6%	i	56	4%	-1.6	83	14%	9%	-18	634	-8%	4%
CC(C)CN(C(=O)CCCOc1ccc(Cl)cc1Cl)c1c(N)n(Cc2ccccc2)c(=O)[nH]c1=O	/	i	40	5%	1.9	59	/	10%	/	/	/	/
O=c1cc(NCc2ccc3c(c2)OCO3)[nH]c(=O)n1-c1ccc(Cl)cc1	-0.1%	i	17	10%	1.9	75	-3%	2%	-5	806	-5%	2%
CC(/C=N/n1c(-c2ccccn2)n[nH]c1=S)=C\c1ccccc1	0.0%	i	18	/	2.7	54	14%	11%	19	736	-3%	7%
O=C1CC(c2ccco2)Cc2nc(Nc3ccc(F)cc3)ncc21 (stereo not given)	-0.1%	i	39	8%	3.8	43	7%	9%	-1	732	8%	8%
O=C(CCc1ccccc1)NNC(=O)c1ccccc1Br	0.3%	i	6	7%	-0.5	47	-7%	1%	0	645	-6%	-13%
COc1ccc(-c2cc(=O)oc3c(C)c(OCC(=O)NCCCn4ccnc4)ccc23)cc1	-0.2%	i	50	5%	3.3	89	-4%	5%	-5	813	-8%	-10%
O=C(N/N=C/c1ccc(OCC(=O)N2CCCC2)cc1)C(=O)NC1CC1	-0.1%	i	32	8%	0.2	45	8%	9%	-6	692	-3%	-2%
Cc1ccc(N(C(=O)CCCC(=O)Nc2ccccn2)C(C(=O)NC2CCCC2)c2ccc(O)cc2)cc1C (stereo not given)	-0.1%	i	50	-1%	0.9	44	-11%	10%	-12	802	-9%	-13%
Cc1ccc(NC(=O)Cc2noc3ccccc23)c(C)c1	-0.3%	i	20	1%	2.2	73	10%	6%	0	733	0%	1%
Cc1ccccc1C(=O)NCC(=O)OC(C)C(=O)Nc1ccnn1C(C)C (stereo not given)	/	i	50	4%	-0.4	64	/	8%	/	/	/	/
O=C(CNc1ccccc1F)Nc1cccc2ccccc12	-0.1%	i	16	5%	1.1	40	4%	10%	12	836	-7%	25%
CCOC(=O)Cn1c2[n+](c3ccccc31)CC(O)CS2 (stereo not given)	0.0%	i	65	-3%	0.1	60	-6%	19%	5	725	-6%	-6%
Cc1ccc(C(=O)N/C(=C\c2ccccc2F)c2nc(=S)[nH][nH]2)cc1	0.0%	i	32	16%	4.0	85	3%	9%	12	673	9%	1%
Cc1ccccc1C(=O)NNC1=NCCC1	0.0%	i	19	10%	-1.7	56	8%	-1%	13	727	-10%	-11%
Cc1cccc(Nc2cc(=O)[nH]c(=O)[nH]2)c1C	-0.3%	i	6	-3%	-0.7	31	6%	13%	-10	656	-4%	14%
CN(C)/C(=N\S(=O)(=O)c1ccc(Cl)cc1)c1ccc(F)cc1	-0.2%	i	61	14%	0.1	69	9%	12%	9	841	-11%	1%
C=CCOn1c(=O)c(-c2cc3ccccc3o2)[n+]([O-])c2ccccc21	0.0%	i	38	6%	2.4	44	12%	0%	/	/	2%	-5%

3 entries out of the list above, sorted by the value under SV40 large T antigen, high to low:
| smiles | GPR55 activation | T cell modulator | T cell modulator vesicle-bound % | MgcRacGAP inhibition | GPR55 LPI antagonism | SV40 large T antigen | LYP phosphatase | GPR35 antagonists |
| --- | --- | --- | --- | --- | --- | --- | --- | --- |
| Cc1cccc(Nc2cc(=O)[nH]c(=O)[nH]2)c1C | -0.3% | i | 6 | -3% | 6% | 13% | -4% | 14% |
| CCOC(=O)c1ccc(NC(=O)N2CCOCC2)cc1 | 0.0% | i | 63 | 4% | 2% | 3% | -4% | -8% |
| O=c1cc(NCc2ccc3c(c2)OCO3)[nH]c(=O)n1-c1ccc(Cl)cc1 | -0.1% | i | 17 | 10% | -3% | 2% | -5% | 2% |

High-throughput results: PubChem, several laboratories
